Pf growth 96h: P. falciparum growth inhibition at 96 hour, primary screen for plastid delayed-death inhibitors | 6.9% of 320,000 active | Potency, µM (highest dose often 28.7 µM), for the others: at the highest dose activity change, negative = inhibition, actives largely listed as inhibitors | P. falciparum luciferase reporter growth, 96 h; note: potency is the fitted concentration of half-maximal effect; % is set by controls: 0 for no effect and ±100 for the full control effect
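Delayed-death screen, second-generation endpoint: infected erythrocytes, 2% hematocrit, 0.05% parasitemia final; 96 hours at 37 C, 5% CO2; luciferase detection reagent; luminescence decrease equals reduced growth.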
AmpC no deterg: blocks E. coli AmpC beta-lactamase in detergent-free assay; AmpC nitrocefin hydrolysis, absorbance 480 nm, 0.0001% Triton; Potency, µM (series often up to 57.1 µM), inactives show at the top dose activity change, negative = inhibition, hits mostly inhibitors; 0.52% of 330,000 active; AID 485341;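 note: potency is the fitted concentration of half-maximal effect; plate controls were no compound for no effect and no enzyme for full effect; nearly all actives have a fitted effect of over 20% in size; some results filed as inactive show a strong effect at the top dose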
Target sequence (P00811 whole entry, looked up): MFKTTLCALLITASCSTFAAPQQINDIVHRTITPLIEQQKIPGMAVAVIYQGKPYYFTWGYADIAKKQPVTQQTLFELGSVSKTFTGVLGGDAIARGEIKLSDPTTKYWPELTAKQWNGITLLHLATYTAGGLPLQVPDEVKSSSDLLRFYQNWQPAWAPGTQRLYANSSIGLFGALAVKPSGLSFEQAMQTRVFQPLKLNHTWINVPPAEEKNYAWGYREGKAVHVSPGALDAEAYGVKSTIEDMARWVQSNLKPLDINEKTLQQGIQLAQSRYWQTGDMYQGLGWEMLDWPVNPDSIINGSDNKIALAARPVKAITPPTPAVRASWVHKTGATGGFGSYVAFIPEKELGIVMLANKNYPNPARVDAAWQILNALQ
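20 mM phosphate pH 7.0 + 0.01% (detergent screen) or 0.0001% Triton X-100; 5.3 nM AmpC reagent; cpd preinc 15 min RT; nitrocefin (800 uM stock) to start; A480 q20 s × 4 min; Activity was normalised to no-enzyme and no-compound control wells.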
Cycloheximide cs: counter-screen for Shiga toxin inhibitors: cycloheximide protein synthesis inhibition | cell reporter, cycloheximide protein synthesis inhibition counterscreen | max response, % | 12% of 300,000 active; in the data active = max response mostly above about 13%, no sharp cut-off; inactive = mostly below about 14%; note: read at 38.3 µM for the half of the compounds with a filed dose; 0% is about no effect
Pf growth 48h: inhibits P. falciparum growth in the first generation, 48 h; Potency, µM (top dose mostly 28.7 µM), inactives show at the top dose activity change, negative = inhibition, usual class: inhibitors; 5.9% of 310,000 active; P. falciparum luciferase growth in erythrocytes, 48 h; note: potency is the fitted concentration of half-maximal effect; % is set by controls: 0 for no effect and ±100 for the full control effect
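Read-out is firefly luciferase luminescence from an integrated reporter in P. falciparum, so falling signal marks reduced parasite growth. Infected erythrocytes were at 2% hematocrit and 0.1% parasitemia (final) in Albumax-supplemented RPMI 1640.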
Shiga inhibitor: blocks Shiga toxin action in Vero cells | Vero cells, Shiga toxin protein synthesis inhibition reporter | inhibition, % at 38.7 µM | 9.2% of 290,000 active; in the data active = inhibition mostly above about 28%, no sharp cut-off; inactive = mostly below about 43%; note: 0% is about no effect
LmPK inh: blocks Leishmania mexicana pyruvate kinase activity; 0.37% of 290,000 active; Q27686; Potency, µM (doses to about 57.5 µM), inactives show top-dose activity change, negative = inhibition, actives largely listed as inhibitors; AID 1721; purified LmPK, Kinase-Glo ATP luminescence, 1 h; note: potency is the fitted concentration of half-maximal effect; % is set by controls: 0 for no effect and ±100 for the full control effect
Target sequence (Q27686 whole entry, looked up): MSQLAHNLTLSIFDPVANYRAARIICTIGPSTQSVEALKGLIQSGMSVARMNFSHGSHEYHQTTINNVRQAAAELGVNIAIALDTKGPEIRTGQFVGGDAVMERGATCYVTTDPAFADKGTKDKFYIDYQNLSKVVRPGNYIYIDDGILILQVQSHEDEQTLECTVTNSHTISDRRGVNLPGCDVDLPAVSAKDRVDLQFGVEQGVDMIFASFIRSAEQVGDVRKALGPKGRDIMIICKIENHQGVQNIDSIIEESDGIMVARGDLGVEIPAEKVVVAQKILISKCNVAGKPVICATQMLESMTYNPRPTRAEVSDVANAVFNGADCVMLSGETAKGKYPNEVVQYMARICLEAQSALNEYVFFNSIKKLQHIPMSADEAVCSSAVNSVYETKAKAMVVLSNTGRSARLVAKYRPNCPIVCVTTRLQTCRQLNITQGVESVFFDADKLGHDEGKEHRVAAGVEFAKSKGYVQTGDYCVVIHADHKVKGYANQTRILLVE
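In 50 mM imidazole pH 7.2 with 7 mM MgCl2, LmPK (0.1 nM) turned over PEP (0.5 mM) and ADP (0.1 mM) for 1 h at room temperature. Luciferase read-out of ATP.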
Tb PYK inh: blocks Trypanosoma brucei pyruvate kinase; Q57TT1; TbPYK enzyme, Kinase-Glo Plus ATP luminescence, 45 min; Potency, µM (top dose mostly 76.8 µM), inactives show top-dose activity, negative = inhibition, hits mostly inhibitors; 0.12% of 410,000 active; AID 624173; note: potency is the fitted concentration of half-maximal effect; % is set by controls: 0 for no effect and ±100 for the full control effect; nearly all actives have a fitted effect of over 50% in size
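Activity of T. brucei pyruvate kinase was followed by Kinase-Glo Plus luminescence after the enzyme reacted 45 min at room temperature with 130 uM ADP (final) and substrate. Test compounds were added before ADP at multiple concentrations.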
An asterisk follows results filed as active; u = inconclusive; x = no result given; + = active, no number; & = joins results of further samples; [ ] = dose if it differs, or a comment. Unless noted, calls come from the whole dose curve; as a rule, active = well fitted curve in the direction sought with a large enough effect; inconclusive = small, poorly fitted or top-dose-only effect, or another doubt; inactive = no such curve, though single readings can be large; an effect the other way counts as inactive or inconclusive. Rows were taken by chance, and some 22% of all compounds hit somewhere here.

SMILES	Pf growth 96h	AmpC no deterg	Cycloheximide cs	Pf growth 48h	Shiga inhibitor	LmPK inh	Tb PYK inh
Cc1ccc(NC(=O)CSc2nnc(Cn3c(=O)sc4ccccc43)n2C)cc1Cl	11%	-21%	-2	8%	7	3%	-5%
CN(C)S(=O)(=O)c1cccc(COC(=O)Cc2c(F)cccc2Cl)c1	-30%	8%	14*	u	27	-11%	1%
COC(=O)c1c(NC(=O)C(=O)N2CCCC2)sc2c1CC(C)(C)OC2	u	61%[activator]	6	u	-1	0%	3%
O=c1sc2ccccc2c(N2CCCCC2)c1[N+](=O)[O-]	28%	-16%	12	-1%	-7	-7%	1%
O=[N+]([O-])c1ccc(-c2cn(-c3ccc(Cl)cc3)c(=S)[nH]2)cc1	19%	-13%	-3	8%	-1	-4%	3%
CC(=O)c1ccc(-c2c(C)cc3oc(=O)cc(-c4ccccc4)c3c2C)cc1	x	-16%	30*	x	+	x	0%
N#Cc1nc(-c2cccc3ccccc23)oc1N1CCCCC1	11%	-11%	22*	43%[activator]	44	7%	1%
CC(C)n1c(=S)[nH]c2ccccc21	u	-19%	7	x	-8	-9%	u
Cc1sc2ncnc(N3CCC(C(=O)NNC(=O)c4ccc(Cl)cc4)CC3)c2c1C	u	-1%	x	-6%	x	x	3%
CCCn1nc(NS(=O)(=O)c2ccccc2)c2cc3ccccc3nc21	-20%	-32%	-2	-10%	-7	0%	-8%
O=C(Nc1nccs1)c1ccc(Cl)nc1	46%[activator]	-17%	26	56%[activator]	23	0%	0%
CC1(C)Cc2ccccc2C(=C(C#N)C#N)N1	-83%	-18%	-2	u	-6	-1%	-6%
CCOC(=O)NC(CC(=O)O)c1ccc(OC)c(OC)c1 (stereo not drawn)	x	-14%	24	15%	-17	-8%	-2%
Cc1ccc(Cl)cc1N1CCN(S(=O)(=O)c2c(C)noc2C)CC1	28%	-20%	-4	u	-1	-4%	0%
COCCn1c(-c2ccco2)nc2nc3ccccc3nc21	-10%	-15%	11	-4%	26	-6%	-9%
O=C(Cc1ccc(Cl)cc1Cl)NCc1cccnc1	5%	-2%	7	10%	-10	6%	0%
COCCNC(=O)CN1C2CCC1CC(O)(c1cccnc1)C2 (stereo not drawn)	-27%	-9%	-3	3%	x	-3%	-4%
Cc1ccccc1OCc1nnc(SCC(=O)N2c3ccccc3Sc3ccc(Cl)cc32)o1	13µM*	-30%	-2	10µM*	8	-1%	8%
O=C(CC(Nc1cccc(Cl)c1Cl)C(=O)OCC(=O)c1cccs1)c1ccccc1 (stereo not drawn)	u	-24%	9	17%	12	-2%	3%
O=C(CS(=O)(=O)Cc1ccccc1)Nc1ccc2c(c1)OCO2	u	-20%	16	36%[activator]	34	2%	-4%
N/C(CCS(=O)(=O)c1ccc(Cl)cc1)=N\OC(=O)c1ccccc1Cl	u	-30%	3	u	-3	2%	-2%
O=C(NCc1ccccc1)C1CCN(C(=O)Cc2ccccc2)CC1	-21%	13%	-2	11%	-24	-10%	-4%
CC1CCC(NC(=O)c2ccc3nc[nH]c3c2)CC1 (stereo not drawn)	56%[activator]	-18%	41*	42%[activator]	47*	-2%	1%
COC(=O)c1sccc1-n1cc(C#N)c(=O)n(C)c1=O	1%	-7%	1	9%	-8	-3%	0%
O=C(CCn1c(=S)[nH]c2ccccc2c1=O)NCC1CCCO1 (stereo not drawn)	23%	-18%	-4	5%	10	-4%	-15%
CCOC(=O)c1cc(CC)sc1NC(=O)c1ccc(N2CCOCC2)c([N+](=O)[O-])c1	13%	-11%	0	u	-10	1%	-1%
Cn1cc(CN2C[C@]3(C)C[C@H]2CC(C)(C)C3)c(-c2ccc3c(c2)OCCO3)n1	u	-15%	2	1%	20	-2%	20%
CCCCNC(=O)[C@H](Cc1c[nH]c2ccccc12)NC(=O)c1ccccc1Cl	u	-18%	-1	u	11	4%	2%
Cc1ccccc1OCC(=O)Nc1ccc(N2CCN(C(=O)c3ccco3)CC2)cc1	5%	43%	-2	u	-4	-2%	0%
Cc1onc(-c2ccccc2)c1C(=O)NNC(=O)c1ccccc1Br	-20%	-49%	x	3%	x	x	-10%
COc1ccccc1OCc1nnc(SCC(=O)N2CCCCC2)n1-c1ccccc1	46%[activator]	62%[activator]	-5	u	-17	-3%	-10%
COC(=O)c1cc(S(=O)(=O)NCc2ccccc2OC)cn1C	u	-16%	5	16%	-7	0%	-2%
COc1cc(-c2nnc(COC(=O)CSc3cc(C)c4ccccc4n3)o2)cc(OC)c1OC	2%	69%[activator]	-3	u	-9	5%	-5%
COc1cc(NC(=O)c2cc3cccc(OC)c3o2)cc(C(=O)Nc2cccc(C(F)(F)F)c2)c1	10µM*	-1%	-3	13µM*	-3	-6%	3%
O=C(NC1=NCCS1)C12CC3CC(CC(C3)C1)C2	u	-2%[2.29 µM]	-2	u	23	0%	7%
COc1ccc(OCc2nnc3n2N=C(c2ccc(Br)cc2)CS3)cc1	u	0%	-1	x	12	9%	1%
CCNC(=S)N/N=C(\C)c1cccc(C(F)(F)F)c1	12µM*	1%	17	9%	24	-7%	-1%
O=C(Nc1cccnc1)c1c(O)c2c(n(Cc3ccccc3)c1=O)CCCC2	-19%	-6%	-8	-15%	-35	5%	4%
O=C(CN1CCCC1)Nc1cccc(Cl)c1Cl	-34%	-4%	10	34%	x	4%	8%
Cc1c(C)n(Cc2ccccc2)c2ncnc(NN)c12	-8%	-10%	15*	8%[0.00184 µM]	60	0%	2%
CC(C)(C)OC(=O)N[C@@H](C(=O)OC(C)(C)C)c1ccc2ccccc2c1	77%[activator]	-12%	x	30%[activator]	x	x	1%
COCC(=O)N(Cc1ccco1)c1nnc(C2CCOC2)s1 (stereo not drawn)	u	-14%	-3	x	4	-3%	-3%
Nc1nc2ccc(C(=O)N3CCCCC3)cc2s1	4.1µM*	-9%	-2	12%	-2	-3%	-13%
COCCC(=O)N1CCC(Oc2ccc(C(=O)NCCCC3CCCC3)cc2)CC1	12µM*	197%[activator]	13*	-17%	19	-4%	7%
COc1ccccc1N(C)S(=O)(=O)c1ccc(C(=O)NCC(C)C)cc1	x	-11%	4	-14%	38	10%	5%
O=C(CCN1C(=O)c2ccncc2C1=O)Nc1cc(F)ccc1F	87%[activator]	-19%	-3	-9%	5	3%	4%
COc1ccc(CCNC(=O)C/C(C)=N/NC(=O)Cc2cccc3ccccc23)cc1OC	2%	98%[activator]	-4	-11%	-22	1%	-4%
Cc1ncc(CN2CCCC(C(=O)Nc3ccc(-c4cccc(F)c4)cc3)C2)n1C (stereo not drawn)	3%	169%[activator]	10	15µM*	14	0%	7%
COc1ccc(CC(=O)NNS(=O)(=O)c2ccccc2[N+](=O)[O-])cc1OC	-11%	-1%	-7	4%	-7	-5%	-2%
CN(CC(=O)Nc1cccc(F)c1)C(=O)c1ccc2c(c1)S(=O)(=O)N=C1CCCCCN12	u	-16%	x	u	x	x	3%
O=C(CSc1oc(-c2cccs2)nc1S(=O)(=O)c1ccc(F)cc1)NCC1CCCO1 (stereo not drawn)	u	19%	-3	x	2	15%	-18%
O=C(Cn1ncc2c3ccccc3n(Cc3ccccc3)c2c1=O)NCCCN1CCOCC1	u	34%	6	u	10	4%	0%
O=C(CNC(=O)c1cccs1)N=Nc1c(O)[nH]c2ccc([N+](=O)[O-])cc12	15%	-33%	-3	20%	-4	14%	3%
CCCCC[C@H](O)/C=C/[C@H]1CCC(=O)[C@@H]1CCCCCCC(=O)N1CCCCC1CO (stereo partly drawn)	u	151%[activator]	-1	9.3µM*	-11	6%	-1%
Cc1ccc(OCC(=O)Nc2ccc(-c3nc4ccc(C)cc4o3)cc2)cc1	x	x	34*	x	80*	x	-1%
O=C1NC(=O)C(Sc2ccccc2[N+](=O)[O-])C(=O)N1	5%	-15%	1	15%	2	0%	u
CCCc1nc(SCC(=O)Nc2cc(C)on2)c2ccccc2n1	2.1µM*	2%	6	-23%	-18	2%	-1%
Nc1c(C(=O)NCc2ccco2)sc2nc(N3CCOCC3)c3c(c12)CCCC3	u	67%[activator]	-1	9.3µM*	-2	-11%	-17%
Cc1ccc(C(Sc2ccccc2)C(Cn2cncn2)C(=O)c2ccccc2)cc1 (stereo not drawn)	9.3µM*	14%	3	x	9	1%	4%
O=C(Nc1nnc(CCOCCOCCc2nnc(NC(=O)c3ccco3)s2)s1)c1ccco1	u	-5%	-1	x	-11	3%	0%

An excerpt from above with just Cycloheximide cs:
canonical_smiles,Cycloheximide cs
CCCc1nc(SCC(=O)Nc2cc(C)on2)c2ccccc2n1,6
O=C1NC(=O)C(Sc2ccccc2[N+](=O)[O-])C(=O)N1,1
O=C(Cn1ncc2c3ccccc3n(Cc3ccccc3)c2c1=O)NCCCN1CCOCC1,6
Cc1ccc(C(Sc2ccccc2)C(Cn2cncn2)C(=O)c2ccccc2)cc1 (stereo not drawn),3
Cc1ccc(OCC(=O)Nc2ccc(-c3nc4ccc(C)cc4o3)cc2)cc1,34*
Cc1ncc(CN2CCCC(C(=O)Nc3ccc(-c4cccc(F)c4)cc3)C2)n1C (stereo not drawn),10

Among those listed so far, two have bromine.
SMILES	Pf growth 96h	AmpC no deterg	Cycloheximide cs	Pf growth 48h	Shiga inhibitor	LmPK inh	Tb PYK inh
Cc1onc(-c2ccccc2)c1C(=O)NNC(=O)c1ccccc1Br	-20%	-49%	x	3%	x	x	-10%
COc1ccc(OCc2nnc3n2N=C(c2ccc(Br)cc2)CS3)cc1	u	0%	-1	x	12	9%	1%

Next part:
SMILES	Pf growth 96h	AmpC no deterg	Cycloheximide cs	Pf growth 48h	Shiga inhibitor	LmPK inh	Tb PYK inh
O=C(CSc1n[nH]c(-c2ccccc2)n1)NC1CCCCC1	-18%	-11%	11	26%	22	1%	-2%
Cc1cccc(Nc2ccccc2C(=O)O)c1C	u	-13%	-1	18%&-11%	11	-2%	-7%&-5%
COc1cc(/C=N/NS(=O)(=O)c2ccc3ccccc3c2)ccc1OCCN1CCOCC1	u	225%[activator]	18*	1%	25	4%	3%
CCOc1cc(CNCCc2ccc(S(N)(=O)=O)cc2)ccc1OCC(=O)NC(C)(C)C	0%	x	3	-3%	1	0%	-7%
CCOC(=O)C(=CNc1ccc(Oc2cccnc2)nc1)C(=O)OCC	-28%	31%	-1	-11%	-7	-1%	-5%
Cc1cccc2c3c([nH]c12)CCNC3	2%	-19%	1	-6%	x	5%	-2%
CCOc1cc(N2CCOCC2)c(OCC)cc1NC(=O)C1CC(=O)N(c2ccccc2OCC)C1 (stereo not drawn)	u	133%[activator]	x	-28%	x	x	0%
CC(OC(=O)c1nsc(Cl)c1Cl)C(=O)NC1CCCCC1 (stereo not drawn)	39%[activator]	5%	-4	15%	-11	-1%	6%
O=C(NC1CC1)c1cc(Cl)nc2ccccc12	25%	-6%	x	24%	x	x	-4%
CCC1(C)COC(C)(CC(=O)NNC(=O)Nc2ccccc2)OC1 (stereo not drawn)	u	-15%	-1	21%	-4	-3%	3%
O=c1nc(N2CCCCCC2)nc(N2CCCCCC2)[nH]1	15%	-1%	-7	15%	-8	4%	-5%

High-throughput results deposited in PubChem BioAssay by National Center for Advancing Translational Sciences (NCATS).
